Screens deposited in PubChem by NCI.
All columns: NCI-60 one-dose screen, growth in % after 48 h at 10 µM unless noted; 100 = growth as untreated, 0 = no growth, -100 = all killed.
HOP-92 = HOP-92 NSCLC cells; actives 6.3% (n = 71,000); AID 1794738
MDA-MB-435 = MDA-MB-435 melanoma; actives 7.8% (n = 82,000)
MOLT-4 = MOLT-4 leukemia cells. actives 6.9% (n = 80,000)
CCRF-CEM = CCRF-CEM leukemia | actives 7% (n = 77,000)
SR = SR leukemia cells. actives 8.7% (n = 73,000). AID 1794780
K-562 = K-562 leukemia. actives 7.4% (n = 78,000)
HOP-62 = HOP-62 NSCLC; actives 3.9% (n = 80,000); AID 1794735
RPMI-8226 = RPMI-8226 leukemia cells; actives 7.5% (n = 77,000); AID 1794781
* hit, by the source's call; x = no result given; & = joins results of further samples; [ ] = remark or other dose. Rule for the calls: active = growth percent below 10; inactive = the rest.

Fields – HOP-92, MDA-MB-435, MOLT-4, CCRF-CEM, SR, K-562, HOP-62, RPMI-8226
1: CCN(CC)Cc1ccccc1
 : 78, 113, 106, 113, 103, 102, 102, 115
2: CC(=O)N1N=C(c2ccc(Nc3nc(Nc4ccc(Cl)cc4)nc(Nc4ccc(Cl)cc4)n3)cc2)CC1c1ccc(Cl)cc1 (stereo not given)
 : 93, 96, 92, 95, 95, 87, 97, 94
3: NC(=S)N/N=C1\c2cc(Cl)ccc2-c2c1cc(Cl)cc2[N+](=O)[O-]
 : 53, x, 38, 44, 75, 53, 118, 36
4: CCOc1ccc(NC(=O)OCC(C)C)cc1
 : 79, 95, 108, 106, 111, 103, 111, 132
5: CN1CCc2c(sc3ncnc(N/N=C/c4cn(-c5ccccc5)nc4-c4ccc(Cl)cc4)c23)C1
 : 46, 42, 18, 11, 8.8*, 9.5*, 30, 24
6: Cc1cc(=O)n(C(=O)NCc2ccc(Cl)cc2Cl)[nH]1
 : 97, 115, 102, 62, 96, 96, 87, 98
7: CN1CCN(c2ccnc(NCCNc3nc(N4CCOCC4)nc(N4CCOCC4)n3)n2)CC1
 : x, 101, 81, 89, 76, 56, 95, 85
8: C=C(NC(C)=O)C(=O)O
 : x, 109, 110, 99, 101, 110, 106, 99
9: COc1cc2c(cc1OC)C(c1c(Cl)cccc1Cl)=NCC2
 : 34, 78, 68, x, 37, 34, 67, 27
10: CC1=C(/C=C/C(C)=C/C=C/C(C)=C\C(=O)O)C(C)(C)CCC1
 : x, 96, 91, x, 87, x, 95, x
11: CCOC(=O)c1ccc(N=C2NC(=O)/C(=C/N(C)C)S2)cc1
 : 91, 100, 106, 97, 102, 97, 101, 98
12: COCCn1cc(-c2nc(-c3cccnc3)cs2)c2cc(F)ccc21
 : x, 80, 79, x, 63, 95, x, x
13: O=C(Nc1ccc2c(c1)-c1ccccc1C2)C1CC(=O)N(c2ccc3c(c2)OCO3)C1 (stereo not given)
 : 65[50 µM], 71[50 µM], 100[50 µM], 100[50 µM], 77[50 µM], 58[50 µM], 71[50 µM], 82[50 µM]
14: O=c1c2cc3c(=O)n(-c4cccc(Cl)c4)c(=O)c3cc2c(=O)n1-c1cccc(Cl)c1
 : 92, x, 92, x, 92, 92, 105, x
15: N#Cc1c(-c2ccc(Cl)cc2)nc(SCCCCCC(=O)NO)[nH]c1=O
 : 103, 107, 108, 102, 105, 114, 108, 108
16: O=C1C=C(c2ccccc2)C1(Cl)Cl
 : 117, 115, x, x, x, x, 106, 125
17: CCN=C1C=CC(=C(c2ccc(N(C)C)cc2)c2ccc(N(C)C)cc2)c2ccccc21
 : -21*, -35*, 9.9*, 9.4*, 3.6*, 11, -56*, -23*
18: O=C1CSC(=S)N1/N=C/c1ccc2c(c1)OCO2
 : 136, 103, 95, 98, 91, 100, 74, 98
19: CCn1c2c(c3ccccc31)SC1c3cccn3CCN1C2=S (stereo not given)
 : x, 92, 89, 81, 109, 105, 103, 77
20: O=C1/C=C/[C@@H](O)[C@@H]2C[C@@H](O)C[C@H]2/C=C/CCC[C@H](CCOCc2ccccc2)O1
 : -16*, 7.9*, 7.6*, 28, -7.4*, 10, 31, 11
21: Cc1ccc(/C=C2/SC(=S)N(CC(=O)Nc3ncc(Cc4ccc(Cl)cc4)s3)C2=O)cc1
 : 95, 105, 107, 103, 112, 102, 104, 100
22: O=C(NCCNc1cc(-c2cn(-c3ccccc3)nc2-c2cccc(O)c2)ccn1)Nc1ccc(Cl)c(C(F)(F)F)c1
 : 44, 53, 47, 54, 65, 36, 85, 18
23: COc1ccc([C@@H](CCO)C[C@H](C)c2ccc3ccccc3c2)cc1
 : 98, 69, 68, 85, 56, 54, 87, 71
24: Nc1ccc([N+](=O)[O-])cn1
 : 101, 105, 98, 106, 103, 94, 72, 110
25: COc1cc(/C=C/C(=O)Nc2ccc3c(c2)/C(=C\c2cc(OC)c(OC)c(OC)c2)C(=O)N3)cc(OC)c1OC
 : x, 86, 57, 44, 17, 56, 74, 41
26: O=C(/C=C/c1ccc(C(F)(F)F)cc1)c1c(O)c2ccccc2oc1=O
 : 98, 105, 99, 97, 99, 94, 98, 104
27: CC(=O)Nc1ccc(/C=N\NC(=O)CCCC(=O)N/N=C/c2ccc(NC(C)=O)cc2)cc1
 : 86, 106, 125, 113, x, x, 103, 105
28: O=c1c2oc3ncccc3c2ncn1-c1ccccc1
 : 82, 107, 87, x, 95, 99, 93, 97
29: Clc1ccc(NCc2nnc(-c3ccc(Cl)cc3)o2)cc1
 : 88, 102, 80, 92, 90, 86, 99, 85
30: COc1cc(/C=C/c2cc(/C=C/c3ccc(O)c(OC)c3)n(-c3c(Cl)cccc3Cl)c(=O)n2)ccc1O
 : 79, 4.6*, 9.7*, 10, 4.1*, 9.2*, 51, 0.6*
31: Cc1ccc(S(=O)(=O)OCCCc2cn(-c3ccc(-c4ccccc4)cc3)nn2)cc1
 : 96, 95, 98, 95, 90, 73, 109, 81
32: CCC(C)CC(C)C(=O)C1=C(O)/C(=C\c2ccc(O)cc2)NC1=O (stereo not given)
 : 107, 101, 90, 71, 108, 98, 103, 96
33: CC(=O)c1ccc(S(=O)(=O)NCCNc2nc(N(C)C)nc(N3CCOCC3)n2)cc1
 : 110, 97, 115, 127, 90, 103, 104, 104
34: O=C(c1ccc(C(F)(F)F)c(Cl)c1)N(Cc1ccc(Cl)cc1)c1ccc(-c2cc(C(F)(F)F)[nH]n2)c(O)c1
 : -16*, 10, 9.2*, 10, 20, 7.4*, -4.7*, 1.6*
35: Cc1ccc2c(n1)C(=O)C(Cl)=C(Nc1cccc(C(=O)OC(C)(C)C)c1)C2=O
 : 89, 98, 6.1*, 11, 5.8*, -18*, 108, 28
36: O=S1(=O)N=C(Cl)c2ccccc21
 : 102, 100, 110, 104, 111, 101, 107, 102
37: O=C1NC(=O)C2C3C=CC(C3)C12 (stereo not given)
 : 124&88, 96&114, 99&106, 107&120, 103&96, 105&124, 100&91, 114&99
38: CCCSc1nc(Oc2ccccc2/C=C2/SC(=O)NC2=O)c(C#N)c(-c2ccc(OC)cc2)n1
 : 73, 97, 95, 98, 92, 97, 99, 98
39: COc1cc(/C=C\c2cc(/C=C\c3ccc(O)c(OC)c3)n(C(=O)CNc3ccc(Cl)cc3)n2)ccc1O
 : 67, -7.1*, 8.3*, 10, 3.4*, 7.0*, 23, 17
40: CC(C)OC(=O)COc1ccc(F)cc1F
 : 99, 103, 100, 99, 92, 93, 99, 95

13 compounds already listed, sorted by molar mass, ascending.
Fields – HOP-92, MDA-MB-435, MOLT-4, CCRF-CEM, SR, K-562, HOP-62, RPMI-8226
37: O=C1NC(=O)C2C3C=CC(C3)C12 (stereo not given)
 : 124&88, 96&114, 99&106, 107&120, 103&96, 105&124, 100&91, 114&99
36: O=S1(=O)N=C(Cl)c2ccccc21
 : 102, 100, 110, 104, 111, 101, 107, 102
40: CC(C)OC(=O)COc1ccc(F)cc1F
 : 99, 103, 100, 99, 92, 93, 99, 95
28: O=c1c2oc3ncccc3c2ncn1-c1ccccc1
 : 82, 107, 87, x, 95, 99, 93, 97
29: Clc1ccc(NCc2nnc(-c3ccc(Cl)cc3)o2)cc1
 : 88, 102, 80, 92, 90, 86, 99, 85
32: CCC(C)CC(C)C(=O)C1=C(O)/C(=C\c2ccc(O)cc2)NC1=O (stereo not given)
 : 107, 101, 90, 71, 108, 98, 103, 96
26: O=C(/C=C/c1ccc(C(F)(F)F)cc1)c1c(O)c2ccccc2oc1=O
 : 98, 105, 99, 97, 99, 94, 98, 104
35: Cc1ccc2c(n1)C(=O)C(Cl)=C(Nc1cccc(C(=O)OC(C)(C)C)c1)C2=O
 : 89, 98, 6.1*, 11, 5.8*, -18*, 108, 28
31: Cc1ccc(S(=O)(=O)OCCCc2cn(-c3ccc(-c4ccccc4)cc3)nn2)cc1
 : 96, 95, 98, 95, 90, 73, 109, 81
27: CC(=O)Nc1ccc(/C=N\NC(=O)CCCC(=O)N/N=C/c2ccc(NC(C)=O)cc2)cc1
 : 86, 106, 125, 113, x, x, 103, 105
38: CCCSc1nc(Oc2ccccc2/C=C2/SC(=O)NC2=O)c(C#N)c(-c2ccc(OC)cc2)n1
 : 73, 97, 95, 98, 92, 97, 99, 98
39: COc1cc(/C=C\c2cc(/C=C\c3ccc(O)c(OC)c3)n(C(=O)CNc3ccc(Cl)cc3)n2)ccc1O
 : 67, -7.1*, 8.3*, 10, 3.4*, 7.0*, 23, 17
25: COc1cc(/C=C/C(=O)Nc2ccc3c(c2)/C(=C\c2cc(OC)c(OC)c(OC)c2)C(=O)N3)cc(OC)c1OC
 : x, 86, 57, 44, 17, 56, 74, 41

Other results follow:
Fields – HOP-92, MDA-MB-435, MOLT-4, CCRF-CEM, SR, K-562, HOP-62, RPMI-8226
41: CN(C)C(=O)c1cccc(NC(=O)Oc2ccccc2)c1
 : x, 99, 97, x, x, 102, 100, 103
42: CCCCCCCCCCCC/C=C\C1CC(=O)OC1=O (stereo not given)
 : 287, 106, 110, 156, 154, 108, 101, 158
43: COC(=O)C1(CC(=O)C(C)(C)C)NC(=S)NC(=O)C1C#N (stereo not given)
 : 96, 108, 112, 104, 90, 98, 126, 108
44: NCCCOc1cc2ccccc2cc1C(=O)Nc1ccc(Cl)cc1OC(=O)c1cc2ccccc2cc1OCCCN
 : x, -77*, -17*, x, -47*, -38*, -92*, -47*
45: O=S(=O)(Nc1cc(Sc2cccc3cccnc23)c(O)c2ccccc12)c1ccc(F)cc1
 : 4.8*, 7.7*, -18*, 5.4*, 4.8*, -20*, 45, -13*
46: CCCOc1ccc(N2CCN(c3ncnc4c3ncn4Cc3nnc4c5ccccc5c(Cl)nn34)CC2)cc1
 : 77, 89, 73, 83, 72, 59, 93, 69
47: C[C@H](Nc1ncnc2ccc(-c3cnc(Cl)c(NS(C)(=O)=O)c3)cc12)c1ccccc1
 : -12*, -40*, -17*, 7.4*, -20*, 17, -16*, -7.7*
48: CCOC(=O)[C@H](CCc1ccccc1)N[C@@H](C)C(=O)N1CCC[C@H]1C(=O)O
 : 77, 102, 101, 104, 99, 99, 91, 104
49: N#C/C(=C\c1ccc(Cl)cc1)C(=O)Nc1cc(-c2ccccc2)nn1-c1ccccc1
 : 85, 98, 96, 99, 88, 91, 102, 115
50: CS(=O)(=O)c1ncc(Br)c(Cl)n1
 : 95, 109, 85, 94, 99, 102, 101, 107
51: Brc1ccc(-c2cc3c(cc2C2SCCS2)OCO3)cc1
 : 50, 104, 77, 97, 84, 84, 83, 89
52: CCOC(=O)C(Cc1ccc(OC)cc1)C(=O)OCC
 : -1.3*, 15, 38, 14, 12, 15, 53, 0.8*
53: C[C@@H]1CN(c2cnc(C(=O)Nc3cc(F)cc4cccnc34)cn2)C[C@H](C)N1
 : 46, 97, 33, 27, 29, 28, 84, 26
54: CCOC(=O)C1CCC(OC(C)=O)C(OC2CC(C(=O)OCC)CCC2OC(C)=O)C1 (stereo not given)
 : 68, 109, 112, 96, 107, 125, 90, 101
55: Cc1ccc(S(=O)(=O)N(c2cc(C(C)(C)C)nn2C)S(=O)(=O)c2ccc(C)cc2)cc1
 : 56, 99, 33, 66, 39, 62, 104, 34
56: Clc1ccc(Nc2nnc(COc3ccccc3)c3ccccc23)cc1
 : -28*, -3.3*, -33*, 1.1*, -21*, 2.8*, 13, -25*
57: N#CC1=C(c2cccs2)Nc2c(c(-c3ccccc3)nn2-c2ccccc2)C12C(=O)Nc1ccccc12 (stereo not given)
 : -13*, 28, 15, 6.0*, 1.5*, 9.7*, -20*, 34
58: COc1ccc(/C=N/C2=NNC(C)(c3ccccc3O)N2C(Cc2c[nH]c3ccccc23)C(=O)O)cc1 (stereo not given)
 : 2.1*, 3.7*, 14, 20, 6.5*, x, 33, -15*
59: COc1ccn(C)c(=O)n1
 : 103, 105, 103, 107, x, 101, 112, 109
60: O=C1OCC2=C1C(c1cccc(Cl)c1)c1cc3c(cc1N2CCO)OCCO3 (stereo not given)
 : x, -42*, 21, 6.6*, 32, 18, 27, 20
61: Cc1cc(C#Cc2ccccc2)ccc1-n1c(/C=C/c2cc(O)ccc2O)nc2ccccc2c1=O
 : -18*, -56*, 3.8*, 7.8*, -26*, 7.4*, -33*, -18*
62: CCCCC(CCc1ccc([N+](=O)[O-])cc1)(C(C)=O)C(=O)OCC (stereo not given)
 : 91, 100, 90, 94, 64, 100, 102, 96
63: O=C(O)Cc1ccc([N+](=O)[O-])cc1
 : 76, 115, 84, 99, 103, 108, 101, 115
64: COC(=O)[C@@H](NC(=O)NC(=O)NC(=O)CI)C(C)C
 : -18*, 91, 11, -33*, -47*, 15, 86, 75
65: COCCOCCOCc1n(Cc2ccc3ccccc3n2)c2ccccc2[n+]1Cc1ccc2ccccc2c1
 : -18*, -22*, -21*, 1.2*, -37*, 2.5*, 12, -30*
66: COC(=O)/C(CCC=C(C)C)=C1\[C@@H](OC(C)=O)C[C@@]2(C)[C@H]1CC(=O)[C@H]1[C@@]3(C)CCC(N4CCCC4)[C@@H](C)[C@@H]3CC[C@@]12C (stereo not given in full)
 : 77, 97, 9.7*, 78, 56, 12, 102, 85
67: Cc1cc(=O)oc2cc(OCCOc3ccc(/C=C/C(=O)Nc4ccccc4F)cc3)ccc12
 : 121, 103, 106, 102, 83, 100, 106, 100
68: CC(=O)O[C@H]1CC[C@]2(C)[C@H]3CC[C@@H]4[C@H]5[C@H](C(C)C)CC[C@]5(C(=O)OCC(CO)(CO)N=C(N)N)CC[C@@]4(C)[C@]3(C)CC[C@H]2C1(C)C
 : 32, 23, 0.2*, 11, -14*, -27*, 86, 4.6*
69: Fc1cc(COC2CCN(Cc3ccc4[nH]ncc4c3)CC2)ccc1Cl
 : x, 88, 72, 40, 62, 48, 85, 69
70: CCN(CC)CC(O)c1cnc(-c2ccccc2)nc1C (stereo not given)
 : 95, 105, 106, 106, 104, 102, 96, 106
71: CCCCCC(C)NCC(C)O (stereo not given)
 : x, 107, 106, 102, 97, 114, 115, 100
